NPYLR7 ag – activates Aedes aegypti NPYLR7 receptor | 0.15% of 270,000 active | activation, % at 10 µM | HEK293T NPYLR7/Galpha15, GCaMP6s calcium fluorescence; in the data active means activation above about 40%;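 further: 0% = vehicle and 100% = reference agonist at the receptor; some compounds past the cut are filed as inactive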
mcGAS lum – inhibitors of mouse cGAS | AID 1259399 | Q8C6L5 | recombinant cGAS, Kinase-Glo ATP depletion luminescence | 0.15% of 160,000 active | inhibition, % at 12.5 µM;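 further: 0% = negative control wells and 100% = reference inhibitor with no enzyme activity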
hcGAS lum – inhibitors of human cGAS; Q8N884; recombinant h-cGAS, ATP depletion, Kinase-Glo luminescence; inhibition, % at 12.5 µM; 0.081% of 290,000 active;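 further: 0% = vehicle reaction and 100% = reaction without DNA for no activity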
Target sequence (Q8N884 whole entry, looked up): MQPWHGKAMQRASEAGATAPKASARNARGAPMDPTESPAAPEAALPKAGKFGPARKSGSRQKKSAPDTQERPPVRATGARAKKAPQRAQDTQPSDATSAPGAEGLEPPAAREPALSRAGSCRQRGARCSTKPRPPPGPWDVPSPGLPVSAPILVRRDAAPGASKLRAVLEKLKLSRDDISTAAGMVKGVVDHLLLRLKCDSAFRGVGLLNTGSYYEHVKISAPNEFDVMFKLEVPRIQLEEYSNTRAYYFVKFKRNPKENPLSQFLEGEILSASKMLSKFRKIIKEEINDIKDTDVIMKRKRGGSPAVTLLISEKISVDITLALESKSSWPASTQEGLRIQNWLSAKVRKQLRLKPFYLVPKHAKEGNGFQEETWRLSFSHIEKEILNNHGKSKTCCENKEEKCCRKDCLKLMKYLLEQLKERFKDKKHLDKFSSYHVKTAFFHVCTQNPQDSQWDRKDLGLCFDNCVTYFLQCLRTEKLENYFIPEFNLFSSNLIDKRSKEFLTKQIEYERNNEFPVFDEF
Active calls of the source: *; / = no result given; & = joins results of further samples. Unless noted, no stated cut-off is given here; in the data, active means inhibition above about 40%; inactive means the rest.

SMILES	NPYLR7 ag	mcGAS lum	hcGAS lum
O=C1CN(C(C(=O)NC2CC2)c2ccc(F)cc2)CCN1 (stereo unspecified)	-1.1	-8.0	-4.5
CCOC(=O)c1cc(C(C)C)sc1NC(=O)CCCCC(=O)OC	11.5	-3.6	-2.2
COc1ccc(CNC(=O)Nc2ccc3c(c2)N(S(=O)(=O)c2ccccc2)CCC3)cc1OC	33.3	/	-3.0
COCCN1CC2(CCC1=O)CCN(Cc1ncc(C)[nH]1)CC2	/	-6.2	-13.4
Cc1ccc2oc(C(=O)N3CCCC(c4nc5ccccc5o4)C3)c(C)c2c1 (stereo unspecified)	-3.7	/	-0.9
S=c1nc(Nc2ccccc2Cl)c2ccccc2[nH]1	12.7	/	1.9
O=C(c1cccc(Br)c1)N1CCCC(OCc2ccccc2)C1 (stereo unspecified)	-4.8	/	2.4
Cc1ncsc1CCN(C)CC(=O)N1C[C@@H](C)O[C@@H](C)C1	/	-7.2	-16.9
COC(=O)c1ccc(N=Nc2c(-c3ccc([N+](=O)[O-])cc3)[nH]n(-c3ccccc3)c2=O)cc1	-2.2	-4.6	-1.4
CCOC(=O)c1sc(N)c(C(=O)OCC)c1CSc1nnc(NC(C)C)s1	-1.4	/	-7.0
COc1cccc(C2(C(=O)Nc3cnn(-c4ccccc4)c3)CCCC2)c1	-2.7	-9.2	-7.1
CC(C)(C)c1cc(NC(=O)c2cccc(Cl)c2)n(-c2ccc(C#N)cc2)n1	22.3	-8.3	-8.1
CCOC(=O)C1(Cc2cccc(F)c2)CCN(CCCn2cccn2)CC1	11.4	-4.4	-2.5
CCN(CC)c1onc(-c2ccccc2)c1CN(Cc1ccccc1)C(=O)c1ccc(OC)cc1	0.6	-3.6	-6.2
N#Cc1ccc(C(=O)N2CC(=O)N3CCc4c(F)cccc4C3C2)cc1 (stereo unspecified)	-0.8	-7.4	-8.7
CCCn1c(=O)c2ccc(C(=O)NC(C)C)cc2n2c(=O)n(CC(=O)Nc3ccc(C)cc3C)nc12	1.0	-9.6	-7.6
Cn1c(=O)[nH]c(=O)c2c1nc(NCc1ccccc1Cl)n2CCCc1ccccc1	0.4	-9.9	-7.2
COCCN(Cc1ccc(OS(=O)(=O)c2ccc(F)cc2)cc1)C(=O)c1cccc(F)c1	6.8	-8.4	-2.7
CCNC(=O)N(Cc1cccc(OS(=O)(=O)c2ccc(F)cc2)c1)C1CC1	14.1	-5.9	-5.4
O=C1CN(Cc2ccco2)C2CS(=O)(=O)CC2N1c1ccc(Cl)cc1 (stereo unspecified)	7.8	/	-1.8
Cc1cc(C)c(NC(=O)CSc2nc(=O)n(Cc3cccnc3)c3c2CCC3)c(C)c1	2.1	-10.5	-7.8
Cc1cc(C2CCCN2Cc2cnn(CCN3CCCCC3)c2C)on1 (stereo unspecified)	/	-8.1	-17.3
O=C(CN(C1CC1)S(=O)(=O)c1ccc(Br)cc1)N(CCc1c[nH]c2ccccc12)Cc1ccc(Cl)c(Cl)c1	18.5	-5.8	-4.1
O=C(Nc1ccc(-c2ccn[nH]2)cc1)C1CCCN(C2CCSCC2)C1 (stereo unspecified)	-1.0	/	-7.2
Cc1noc(C2CCCCN2C(=O)c2cnn(Cc3ccccc3)c2)n1 (stereo unspecified)	0.2	/	-3.5
Continued.
SMILES	NPYLR7 ag	mcGAS lum	hcGAS lum
CCOC(=O)C1=C(C)NC(C)=C(C(=O)OCC)C1c1ccc(Br)cc1	4.7	-9.2	2.4
Cc1cc(C(=O)Cn2ncc(Cl)c(Cl)c2=O)c(C)n1C	3.0	/	-4.0
CC1CCCCN1C(=O)COC(=O)c1c(NC(=O)c2ccco2)sc2c1CCC2 (stereo unspecified)	4.1	/	-5.7
C=CCOCC(O)CN(Cc1c(-c2ccccc2)nn(C)c1Oc1cccc(OC)c1)CC(C)C (stereo unspecified)	2.8	-4.0	-2.5
Cc1cc(C(=O)N(Cc2ccsc2)CC2CCCO2)cc(=O)[nH]1 (stereo unspecified)	2.1	/	-10.6
CSC(=N)N1CCOCC1	-1.6	-4.7	-1.5
O=S(=O)(CCNc1nccc(CCC(F)(F)F)n1)N1CCCC1	7.8	/	-2.4
COc1ccccc1N1CCN(c2ncccc2CNCc2cnn(C)c2)CC1	/	-10.2	-4.9
O=c1[nH]nc(-c2ccncc2)n1CC1CCCCC1	-1.4	/	-1.3
COc1ccccc1CNC(=O)C1CCCN(c2cccc3c2C(=O)N(c2ccc4c(c2)COC4)C3=O)C1 (stereo unspecified)	2.0	/	-5.8
O=C(NCCn1ncc2c(=O)n(Cc3ccc(Cl)cc3)cnc21)c1ccc2c(c1)OCO2	-2.7	-9.6	-7.5
CN(C)c1cccc(C(=O)N2CCN(C(c3ccccc3)c3ccc(F)cc3)CC2)c1 (stereo unspecified)	1.1	1.6	-3.3
O=C(c1cc2ccccc2oc1=O)N1CCN(Cc2nc(-c3cccs3)cs2)CC1	-6.6	-10.0	-7.8
COc1cc2c(cc1OC)C(c1c(F)cccc1Cl)N(C(=O)c1cccc3cc[nH]c13)CC2 (stereo unspecified)	8.2	-5.0	-3.9
CCN(CC)CCCC(C)NC(=O)c1cc(-c2ccccc2Cl)nn1-c1ccc(OC)cc1 (stereo unspecified)	14.1	-4.5	-2.6
CCC(CC)n1nc(C)cc1NC(=O)Cc1nc(C)sc1C	3.7	-14.1	-4.5
COc1ccc(CNCc2cccnc2Oc2ccc(C)nc2)cc1F	1.9	/	1.0
O=C(c1coc(COc2ccc(F)cc2Cl)n1)N1CCC1c1cccs1 (stereo unspecified)	1.8	/	-4.0
COc1ccc(-n2nc(C(=O)N3CCN(C(C)=O)CC3)c(=O)n(Cc3ccccc3Cl)c2=O)cc1OC	7.5	-4.4	-4.5
CC(=O)O[C@@H](C)C(=O)N1CCc2ccccc2C1c1ccccc1F (stereo partly specified)	15.8	-3.2	-10.9
CCN(Cc1ccncc1)C(=O)c1cc(C)sc1NC(=O)C(C)(C)C	15.4	-17.9	-3.6
Cc1cc(C)n(C)c(=O)c1C(=O)N1CCOc2ccccc2C1	16.4	-12.7	-1.0
CC(C)c1nc2ccccc2n1Cc1ccccc1	-3.5	1.8	-1.7
CCOC(=O)C1=C(c2ccc(OC)cc2)NC(=O)NC1c1ccc(Br)cc1 (stereo unspecified)	-1.5	-6.2	-3.5
Cc1cc(C)nc(SCc2cc(=O)c(OC(=O)c3ccccc3)co2)n1	-15.3	-3.4	-4.9
Further records:
SMILES	NPYLR7 ag	mcGAS lum	hcGAS lum
CC(SCc1nc(N)nc(N(C)C)n1)C(=O)Nc1cc(F)ccc1F (stereo unspecified)	0.5	/	-7.7
CCN(CC(=O)Nc1ccccc1C(F)(F)F)C(=O)c1ccc(N2CCCC2=O)cc1	-0.6	1.3	1.2
O=C(CNC(=O)c1ccccc1)Nc1ncc(Cc2ccc(Br)cc2)s1	-0.9	-7.9	-5.6
COC(=O)c1ccc(-c2noc(CN(C)Cc3cccc(-n4cccn4)c3)n2)cc1	5.9	-3.8	-4.5
Cc1ccoc1C(=O)N(C)CC(=O)c1ccc(O)cc1	-4.4	/	-2.8
COc1ccc(C2N(c3cccc(Cl)c3C)C(=O)C2(F)F)cc1OC (stereo unspecified)	-0.5	/	-0.5
CC1(C)Cc2ccccc2-c2nc(-c3ccccc3)oc(=O)c21	-1.7	-6.6	-12.5
COCC(=O)N1CCCN(Cc2ccccc2-c2ccccc2)CC1	14.1	-10.2	-5.2
CC(NC(C)c1ccccc1Cl)c1nc2ccccc2c(=O)[nH]1 (stereo unspecified)	-4.9	/	-3.7
COc1ccc2nc(Nc3nc4cc5c(cc4s3)OCO5)sc2c1	4.0	-7.0	-5.0
COCCCN(CC(=O)N1CCc2sccc2C1c1ccc(C)cc1)C(=O)c1cc(OC)cc(OC)c1 (stereo unspecified)	4.5	-2.0	-2.6
CCCNC(C)(C)COC(=O)c1ccccc1	2.0&14.5	/	-3.9&-7.8
Cc1onc(-c2c(Cl)cccc2Cl)c1C(=O)N1CCC(c2ccc(F)cc2)CC1	-1.4	-2.0	-10.8
Cn1c(C2(c3ccc(Cl)cc3)CCC2)n[nH]c1=S	-6.6	-5.0	-3.2
O=C(OCc1cc(Cl)c2c(c1)OCO2)C1CCN(C(=O)Nc2ccccc2)CC1	3.2	/	-0.9
O=c1c2cnc3ccnn3c2ccn1Cc1ccccc1	2.1	/	-10.5
Cc1nc2scc(C)n2c(=O)c1NC(=O)C(C)(C)C	14.2	-5.6	-3.1
CCN(CC)CCNC(=O)c1ccc(NC(C)=O)cc1	15.9&-1.1&-10.1	0.2&0.9	-1.6&0.2&3.2
CCCN(CC(=O)NC)S(=O)(=O)Cc1ccccc1	4.3	-0.1	-0.8
CCCc1ccc(C(=O)Nc2nnc(SCC)s2)cc1	-11.9	-0.8	3.8
Cc1cc2nc(CCNC(=O)C(C)(C)NC(=O)c3cccs3)[nH]c2cc1C	4.7	-13.7	-2.0
Brc1ccccc1C1N=C(c2ccccc2)NO1 (stereo unspecified)	-8.3	2.4	14.7
Cc1ccc(-c2csc(C=Cc3c(C)noc3C)n2)cc1	-1.1	-7.7	-11.8
CS(=O)(=O)c1ccc(CN2C[C@@H]3[C@H](C2)[C@H]2CC[C@@H]3O2)cc1	15.4	-18.5	-12.6
Cc1noc(C)c1-n1c(C2CCCCC2)n[nH]c1=O	18.6	-11.6	-4.0
Other structures
SMILES	NPYLR7 ag	mcGAS lum	hcGAS lum
CSCCC(=O)N1CCC2(CCC(=O)N(CC(C)O)C2)CC1 (stereo unspecified)	/	-2.4	8.1
COc1ccc(CSCc2csc(-c3ccc(C(F)(F)F)cc3)n2)cc1	23.0	-6.8	-10.0
CC(C)COc1ccc(S(=O)(=O)N2CCCC2)cc1[N+](=O)[O-]	3.9	-3.8	-19.2
Cc1[nH]n(CC(C)C)c(=O)c1C(=O)Nc1nncs1	-0.1	5.1	1.6
CC1CN(C(=O)c2ccc(-c3cc(-c4ccc5c(c4)OCCO5)n[nH]3)cc2)CC(C)O1 (stereo unspecified)	/	-3.4	1.9
COc1ccc(C2(C(=O)NCCSC3Sc4ccccc4NC3=O)CCCCC2)cc1 (stereo unspecified)	-3.7	/	-2.3
COc1ccc(C2c3c(nc[nH]c3=O)OC(=N)C2C#N)cc1 (stereo unspecified)	5.8	-1.9	0.4
C=CCn1c(=N)n(CC(O)c2ccco2)c2ccccc21 (stereo unspecified)	-2.5	/	-1.6
COc1cc(Cl)ccc1OCc1cc(C(=O)N2CCCO2)no1	-0.9	/	-8.4

Gathered by group: the compounds so far with a Cl atom.
SMILES	NPYLR7 ag	mcGAS lum	hcGAS lum
S=c1nc(Nc2ccccc2Cl)c2ccccc2[nH]1	12.7	/	1.9
CC(C)(C)c1cc(NC(=O)c2cccc(Cl)c2)n(-c2ccc(C#N)cc2)n1	22.3	-8.3	-8.1
Cn1c(=O)[nH]c(=O)c2c1nc(NCc1ccccc1Cl)n2CCCc1ccccc1	0.4	-9.9	-7.2
O=C1CN(Cc2ccco2)C2CS(=O)(=O)CC2N1c1ccc(Cl)cc1 (stereo unspecified)	7.8	/	-1.8
O=C(CN(C1CC1)S(=O)(=O)c1ccc(Br)cc1)N(CCc1c[nH]c2ccccc12)Cc1ccc(Cl)c(Cl)c1	18.5	-5.8	-4.1
Cc1cc(C(=O)Cn2ncc(Cl)c(Cl)c2=O)c(C)n1C	3.0	/	-4.0
O=C(NCCn1ncc2c(=O)n(Cc3ccc(Cl)cc3)cnc21)c1ccc2c(c1)OCO2	-2.7	-9.6	-7.5
COc1cc2c(cc1OC)C(c1c(F)cccc1Cl)N(C(=O)c1cccc3cc[nH]c13)CC2 (stereo unspecified)	8.2	-5.0	-3.9
CCN(CC)CCCC(C)NC(=O)c1cc(-c2ccccc2Cl)nn1-c1ccc(OC)cc1 (stereo unspecified)	14.1	-4.5	-2.6
O=C(c1coc(COc2ccc(F)cc2Cl)n1)N1CCC1c1cccs1 (stereo unspecified)	1.8	/	-4.0
COc1ccc(-n2nc(C(=O)N3CCN(C(C)=O)CC3)c(=O)n(Cc3ccccc3Cl)c2=O)cc1OC	7.5	-4.4	-4.5
COc1ccc(C2N(c3cccc(Cl)c3C)C(=O)C2(F)F)cc1OC (stereo unspecified)	-0.5	/	-0.5
CC(NC(C)c1ccccc1Cl)c1nc2ccccc2c(=O)[nH]1 (stereo unspecified)	-4.9	/	-3.7
Cc1onc(-c2c(Cl)cccc2Cl)c1C(=O)N1CCC(c2ccc(F)cc2)CC1	-1.4	-2.0	-10.8
Cn1c(C2(c3ccc(Cl)cc3)CCC2)n[nH]c1=S	-6.6	-5.0	-3.2
O=C(OCc1cc(Cl)c2c(c1)OCO2)C1CCN(C(=O)Nc2ccccc2)CC1	3.2	/	-0.9
COc1cc(Cl)ccc1OCc1cc(C(=O)N2CCCO2)no1	-0.9	/	-8.4

Compound activity (PubChem BioAssay)
